High-throughput results (PubChem BioAssay)
HCMV antiviral: human cytomegalovirus inhibition. HFF cells, HCMV-luciferase reporter, 72 h; active compounds read low. hit rate 4.5% among 410,000. AID 1259415. activity change, negative = inhibition, % at 57.5 µM; in the data active = activity change below about -60%; inconclusive = no clear call, values can overlap the other calls; inactive = above about -39%
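Human foreskin fibroblasts infected with luciferase-reporter HCMV at MOI 1 PFU/cell, compounds at two doses. Luciferase measured 72 h post infection; normalized to buffer-only basal and Salinomycin (10uM) controls.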
AMA1-RON2 inh: inhibitors of Plasmodium falciparum AMA1-RON2 interaction; AlphaScreen AMA1-biotinylated RON2 peptide binding; Potency, µM (titrated, usually from 58.2 µM), without a hit: top-dose activity change, negative = inhibition, actives largely listed as inhibitors; hit rate 0.2% among 360,000; AID 720542; active = well fitted inhibition curve with a large enough effect; inconclusive = small, poorly fitted or top-dose-only effect; inactive = no such curve, though single readings can be large or run the other way;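 note: potency is the fitted concentration of half-maximal effect; 0% = vehicle wells and -100% = peptide control; nearly all actives have a fitted effect of over 45% in size; some results filed as inactive show a strong effect at the top dose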
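AMA1 (3D7) with his tag at 25 nM final met compounds first, then biotinylated RON2 peptide at 25 nM; detection used donor plus acceptor beads, 10 µg/mL apiece, read by AlphaScreen after 30 min at room temperature.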
Active calls of the source: *; u = inconclusive; [ ] = another dose, or the depositor's remark. Unless noted, % is set by controls: 0 for no effect and ±100 for the full control effect. The list is partial. The share of hits here may be higher or lower than overall.

SMILES | HCMV antiviral | AMA1-RON2 inh
COc1ccc(NC(=O)c2sc(=O)n(Cc3ccccc3C#N)c2C)cc1OC | u | 6%
COc1cccc(-c2ccc3c(c2)C2CC3CCN2C(=O)c2ccc(-c3ccccc3)cc2)c1 (centres undefined) | 3 | -13%
NC(=O)C1(Nc2ccc(Cl)cc2)CCCC1 | -6 | 39%[activator]
C[C@H](CO)N1C[C@H](C)[C@H](CN(C)S(=O)(=O)c2cccc(C#N)c2)OCc2cnnn2CCCC1=O | 18 | 5%
Cc1ccc2c(c1)C(=O)N1c3cc(C)c(C)cc3NC(=O)C1C(=O)N2 (centres undefined) | -22 | -1%
O=C(COC(=O)c1ccc(F)c(S(=O)(=O)N2CCOCC2)c1)Nc1ccc(Cl)cn1 | 8 | 0%
O=c1[nH]c(=S)[nH]c2nccnc12 | 8 | 51%[activator]
C[C@H](c1ccccc1)N1C[C@@H](COCc2ccccc2)Oc2cc(N3CC[C@H](N(C)C)C3)ccc2S1(=O)=O | -3 | u
c1ccc(-c2ccc(-c3ccccc3)[nH]2)cc1 | 5 | -25%
COc1cc(C(=O)NC2CCN(C)CC2)ccc1Nc1ncc2c(n1)N(CCc1ccccc1)CCC(=O)N2C | -78* | 0%
CCOC(=O)C1(C)CCCCCN1C(=O)c1snnc1C (centres undefined) | 3 | 1%
CSc1nc(Cl)c(Br)c(Nc2c[nH]c(=O)[nH]c2=O)n1 | -34 | 23%
COc1ccccc1C1/C(=C(/O)c2cnn(-c3ccccc3)c2C)C(=O)C(=O)N1CCN(C)C (centres undefined) | u | 63%[activator]
CC(C)C(NC(=O)OCc1ccccc1)C(=O)NC(Cc1c[nH]c2ccccc12)C(=O)O (centres undefined) | 29 | -1%
O=c1[nH]c2ccccc2n1C1CCN(C(c2cc3ccccc3o2)c2nnnn2-c2ccc3c(c2)OCCO3)CC1 (centres undefined) | -99* | -21%
CCOCCn1c(CN2CCN(c3ccccc3)CC2)nc2c1c(=O)n(C)c(=O)n2C | -29 | 0%
Cc1csc(NC(C)c2nc3cc(C(F)(F)F)ccc3n2CCCO)n1 (centres undefined) | 6 | 39%[activator]
C(=Cc1nc2ccccc2o1)c1ccc2c(c1)OCO2 | -22 | 15%
CN1CCN(c2ccc3sc(-n4ccc5ccccc54)nc3c2)CC1 | -104* | u
CCNC(=S)Nc1ccc2c(c1)c(=O)n(C)n2Cc1cccc(C(F)(F)F)c1 | -7 | -1%
O=S(=O)(c1ccc(F)cc1)c1nc(-c2ccco2)oc1NCCCn1ccnc1 | -12 | -2%
Cc1nc2c(OCCN3C(=O)c4ccccc4C3=O)cccn2c1N(C)C(=O)CCC1CCCC1 | -23 | -4%
CC(=O)Nc1nnc([N+](=O)[O-])s1 | 11 | 0%
FC(F)(F)c1cc(Cl)c2nc(-c3ccco3)c(Cc3ccccc3C(F)(F)F)n2c1 | -66* | -24%
O=C(NCc1cc(C(F)(F)F)cc(C(F)(F)F)c1)c1cc(-c2cc(F)ccc2OCC2CCCO2)n[nH]1 (centres undefined) | -1 | -4%
CC1c2ccccc2-n2nncc2CN1C (centres undefined) | 12 | -1%
CC(=O)Nc1cnc(-c2ccccc2C(C)=O)cn1 | 24 | 7%
CC(C)CN1C(=O)CN(S(C)(=O)=O)CC1(C)C(=O)Nc1ccc2c(c1)OCCO2 (centres undefined) | -7 | -1%
O=C(NCc1ccc(Cl)nc1)c1csc([C@@H]2C[C@H](O)[C@@H](CO)O2)n1 | -3 | 24%
CC(C)(C)CNC(=O)C1(C)CCN1C(=O)Cc1ccc(-c2ccccc2)cc1 (centres undefined) | -34 | -11%

Compound profiles, from the list above. Values in the order: HCMV antiviral	AMA1-RON2 inh
`CCOCCn1c(CN2CCN(c3ccccc3)CC2)nc2c1c(=O)n(C)c(=O)n2C` is listed with -29	0%
`FC(F)(F)c1cc(Cl)c2nc(-c3ccco3)c(Cc3ccccc3C(F)(F)F)n2c1` is listed with -66*	-24%

(more compounds)
SMILES | HCMV antiviral | AMA1-RON2 inh
CCOc1ccc(CCN2C(=S)N([C@@H](CC(C)C)CN3CCC[C@@H]3CN3C(=S)NC[C@@H]3CC(C)C)C[C@@H]2Cc2ccc(O)cc2)cc1 | -98* | 5%
COC1=CC(=O)OC(c2cccc(C(F)(F)F)c2)C1 (centres undefined) | 8 | 1%
Cc1noc(C)c1NC(=O)N(C)C[C@H]1OCCCC[C@@H](C)Oc2ccc(NC(=O)Nc3ccc(F)cc3)cc2C(=O)N([C@@H](C)CO)C[C@H]1C | 4 | 5%
Cc1cc(C(=O)N2CCc3ccccc3C2)c(C)o1 | -9 | 31%
COC(=O)C[C@H]1CC[C@H](NC(=O)Nc2ccccc2OC)[C@@H](CO)O1 | 16 | 6%
CCC(c1nc2ccccc2[nH]1)n1c(-c2ccnc(Cl)c2)nc2ccccc21 (centres undefined) | 20 | -6%
NC(=O)c1ccc(N2CCCC2)nc1 | 9 | 0%
O=C(O)C[C@H]1c2ccccc2S(=O)(=O)N1c1ccccc1 | 21 | 7%
C[C@H](O)[C@@H]1CN2CCc3c([nH]c4ccccc34)[C@@H]2C[C@@H]1N(C)C(=O)Nc1cc(Cl)cc(Cl)c1 | -4 | -11%
O=C(CC1CCC1)Nc1cccc2c([N+](=O)[O-])cccc12 | u | 7%
N#Cc1c(Br)n(C2OC(CO)C(O)C2O)c2ncnc(N)c12 (centres undefined) | -95* | 2%
C[C@@H]1COc2cc(N3CCN(C)CC3)ccc2S(=O)(=O)N1 | -33 | 2%
Cc1ccc(-n2c(=S)[nH]c3ccccc3c2=O)cc1C | -15 | -1%
O=C1c2ccccc2C(=O)c2c(/C=C/N3CCCCC3)ccnc21 | -26 | -6%
Cc1onc(-c2ccccc2)c1C(=O)N1CCC(C)(C(=O)O)C1 (centres undefined) | -29 | -3%

20 compounds out of the list, ordered by SMILES length, lowest first.
SMILES | HCMV antiviral | AMA1-RON2 inh
NC(=O)c1ccc(N2CCCC2)nc1 | 9 | 0%
CC(=O)Nc1nnc([N+](=O)[O-])s1 | 11 | 0%
Cc1cc(C(=O)N2CCc3ccccc3C2)c(C)o1 | -9 | 31%
C(=Cc1nc2ccccc2o1)c1ccc2c(c1)OCO2 | -22 | 15%
COC1=CC(=O)OC(c2cccc(C(F)(F)F)c2)C1 (centres undefined) | 8 | 1%
Cc1ccc(-n2c(=S)[nH]c3ccccc3c2=O)cc1C | -15 | -1%
CN1CCN(c2ccc3sc(-n4ccc5ccccc54)nc3c2)CC1 | -104* | u
O=C1c2ccccc2C(=O)c2c(/C=C/N3CCCCC3)ccnc21 | -26 | -6%
Cc1onc(-c2ccccc2)c1C(=O)N1CCC(C)(C(=O)O)C1 (centres undefined) | -29 | -3%
O=S(=O)(c1ccc(F)cc1)c1nc(-c2ccco2)oc1NCCCn1ccnc1 | -12 | -2%
CC(C)(C)CNC(=O)C1(C)CCN1C(=O)Cc1ccc(-c2ccccc2)cc1 (centres undefined) | -34 | -11%
CCNC(=S)Nc1ccc2c(c1)c(=O)n(C)n2Cc1cccc(C(F)(F)F)c1 | -7 | -1%
COC(=O)C[C@H]1CC[C@H](NC(=O)Nc2ccccc2OC)[C@@H](CO)O1 | 16 | 6%
FC(F)(F)c1cc(Cl)c2nc(-c3ccco3)c(Cc3ccccc3C(F)(F)F)n2c1 | -66* | -24%
CC(C)CN1C(=O)CN(S(C)(=O)=O)CC1(C)C(=O)Nc1ccc2c(c1)OCCO2 (centres undefined) | -7 | -1%
Cc1nc2c(OCCN3C(=O)c4ccccc4C3=O)cccn2c1N(C)C(=O)CCC1CCCC1 | -23 | -4%
O=C(NCc1cc(C(F)(F)F)cc(C(F)(F)F)c1)c1cc(-c2cc(F)ccc2OCC2CCCO2)n[nH]1 (centres undefined) | -1 | -4%
C[C@H](O)[C@@H]1CN2CCc3c([nH]c4ccccc34)[C@@H]2C[C@@H]1N(C)C(=O)Nc1cc(Cl)cc(Cl)c1 | -4 | -11%
CCOc1ccc(CCN2C(=S)N([C@@H](CC(C)C)CN3CCC[C@@H]3CN3C(=S)NC[C@@H]3CC(C)C)C[C@@H]2Cc2ccc(O)cc2)cc1 | -98* | 5%
Cc1noc(C)c1NC(=O)N(C)C[C@H]1OCCCC[C@@H](C)Oc2ccc(NC(=O)Nc3ccc(F)cc3)cc2C(=O)N([C@@H](C)CO)C[C@H]1C | 4 | 5%

Next part:
SMILES | HCMV antiviral | AMA1-RON2 inh
Cn1ncc2c1NC(c1ccc(F)cc1)SCC2=O (centres undefined) | -21 | 44%[activator]
Cc1ccc(C(=O)Nc2cccc(C(=O)NC3CCCCC3)c2)cc1 | 22 | 10%
COCCNc1nc(-c2ccc(OC)cc2C)c2sc(-c3ccccc3)cc2n1 | 5 | 9%
O=C(Nc1ccc(F)cc1)C(c1cccc(F)c1)N1CCN(c2cccc(C(F)(F)F)n2)CC1 (centres undefined) | 5 | 1%
ClCC(CNCc1ccccc1)c1ccccc1 (centres undefined) | -26 | 15%
CN(C)c1ccc(NC(=O)Nc2ccc3c(c2)c(=O)n(C)n3-c2ccccc2)cc1 | -23 | 20µM*
c1cn(CCCNC2CCCCCCC2)cn1 | 9 | 9%
Cc1ccc(C)c(NC(=S)NCCN2CCOCC2)c1 | 5 | 0%
CC(=O)N1CCN(S(=O)(=O)c2cccc(C(=O)OCC(=O)Nc3c(Cl)cccc3C(F)(F)F)c2)CC1 | -24 | 7%
Cc1c(C(=O)NCc2ccc(C(C)C)cc2)sc(=O)n1Cc1cccc(F)c1 | -19 | 0%
Nc1c(OS(=O)(=O)c2ccccc2)cccc1OS(=O)(=O)c1ccccc1 | 119 | 0%
CN(Cc1c(F)cccc1Cl)C(=O)COC(=O)Cn1cnc2ccccc2c1=O | -2 | 10%
C[C@@H]1CN([C@@H](C)CO)C(=O)CCCn2nncc2CO[C@H]1CN(C)C(=O)c1ccc2ccn(C)c2c1 | -13 | -6%
NC(=O)c1ccc(NCCc2cccs2)cc1 | 24 | 18%
COc1ccc(CC(N)c2csc(Nc3cccc(OC)n3)n2)cc1 (centres undefined) | 35 | 11%
C[C@@H]1CN([C@@H](C)CO)S(=O)(=O)c2ccc(C#Cc3cccc(F)c3)cc2O[C@H]1CN(C)S(=O)(=O)c1cn(C)cn1 | -29 | -4%
Cc1ccc(OCCC(=O)OCC(=O)NC2CCCCC2)cc1 | -9 | 3%
